TRPML3 agonist = human TRPML3 channel agonists, primary screen, cell-based, HEK293 TRPML3-YFP, Fluo-8 calcium fluorescence, 3 µM; hit rate 0.29% among 220,000; activation, % at 3 µM; 100% = the carbachol control signal;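 active = activation above its plate's cutoff, the mean activation of the plate's test wells plus 3 SD, cut at about 12% in these data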;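 note: 0% = DMSO only wells and 100% = carbachol wells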
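Test system: HEK293 cells stably carrying human TRPML3-YFP; Doses: single dose, 3 µM final nominal compound, 0.3% DMSO final; Schedule: dye loading 1 h 37 °C then 30 min ambient, 125 s read; Technique: Fluo-8 calcium fluorescence; Benchmarks: high control carbachol 87 µM, low control DMSO.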
zfTRPN1 agonist = zebrafish TRPN1 channel agonists, primary screen, cell-based, HEK293, calcium fluorescence; transient receptor potential cation channel N1 (TRPN1/NompC), Danio rerio; HEK293 zebrafish TRPN1-YFP, Fluo-8 calcium fluorescence; 100% = response to 87 µM carbachol; activation, % at 3 µM; hit rate 0.18% among 220,000; AID 1424, 2008;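 active = activation above its plate's cutoff, the mean activation of test wells on that plate plus 3 SD, cut at about 19% in these data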;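 note: 0% = DMSO alone and 100% = 87 µM carbachol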
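Material: zebrafish TRPN1-YFP in HEK293 cells. Doses: one dose of 3 µM, 0.3% DMSO. Incubation: dye 1 h 37 °C plus 30 min RT. Measured by: intracellular calcium fluorescence with Fluo-8.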
NCF1 inh = p47phox/p22phox peptide binding inhibitors, primary screen, biochemical, uHTS, NADPH oxidase regulatory subunit. hit rate 0.53% among 220,000. AID 1274, 2008. inhibition, % at 24.7 µM. fluorescence polarization, 2 h. Neutrophil cytosol factor 1 (Homo sapiens), P14598;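 active = inhibition above about 30%, limit read from the data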;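 note: 0% = p47phox with labelled peptide and 100% = labelled peptide alone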
MDM2 E3 inh = MDM2-luciferase reporter signal enhancers, primary screen, MDM2 E3 ligase inhibitor project, cell-based, luminescence, 1536-well | E3 ubiquitin-protein ligase Mdm2 (Homo sapiens), Q00987 | cell-based MDM2 ubiquitination luciferase reporter, 2 h; 0 = plate control, 100 = twice control, blank-subtracted | signal enhancement, % at 5 µM | hit rate 0.11% among 210,000;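 active = signal enhancement of 30% or more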;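 note: luminescence tracks abundance of the self-degrading MDM2-luciferase fusion protein; higher signal means inhibition of MDM2 E3 ligase activity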
Target sequence (Q00987 whole entry, looked up, the tested form may be a part): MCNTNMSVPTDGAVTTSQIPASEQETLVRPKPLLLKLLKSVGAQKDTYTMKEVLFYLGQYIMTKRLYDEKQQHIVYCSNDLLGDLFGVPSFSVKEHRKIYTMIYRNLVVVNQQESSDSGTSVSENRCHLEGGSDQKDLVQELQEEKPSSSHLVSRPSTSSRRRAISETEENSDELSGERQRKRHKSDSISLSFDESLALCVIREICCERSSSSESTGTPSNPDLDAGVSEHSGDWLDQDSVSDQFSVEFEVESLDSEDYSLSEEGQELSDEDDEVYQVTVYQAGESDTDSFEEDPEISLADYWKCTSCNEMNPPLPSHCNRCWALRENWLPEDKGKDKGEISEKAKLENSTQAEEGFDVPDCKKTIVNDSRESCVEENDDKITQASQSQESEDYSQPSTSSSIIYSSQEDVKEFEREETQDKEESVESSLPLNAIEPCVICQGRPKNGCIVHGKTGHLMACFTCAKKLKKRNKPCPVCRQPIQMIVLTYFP
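System: stable MDM2–luciferase fusion reporter cells / Input: 2000 cells seeded into each well / Schedule: 4 h settle plus 2 h compound, 37 °C / Compound: single-point 5 µM / Buffer or medium: cells held in DMEM / Benchmarks: control and blank well means / Evaluation: percent signal gain over controls, blank-subtracted / Measured by: luciferase luminescence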
TNF necrop inh = inhibitors of TNF-alpha triggered necroptosis, primary screen, cell-based, Jurkat FADD-/-, single concentration; AID 463075, 2010; Jurkat FADD-/- TNF necroptosis rescue, ATP luminescence, 24 h; 0 = TNF only, 100 = no-TNF cells; hit rate 0.068% among 220,000; activation (protection from cell death), % at 10 µM;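 active = activation, meaning protection from cell death, of at least 50% relative to plate controls; inactive = activation below 50%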;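 note: necroptosis triggered by 40 ng/mL TNF-alpha added together with compound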
EBV gp42 inh = Epstein-Barr virus gp42 inhibitors, primary screen, biochemical, uHTS, fluorescence polarization; hit rate 0.42% among 220,000; AID 1085, 2008; Fluorescence polarization binding assay, mP read-out; Glycoprotein 42 (Epstein-Barr virus (strain AG876)), Q1HVG2; inhibition, % (tested at 21.74 µM); in the data active = inhibition above about 50%
Target sequence (Q1HVG2 whole entry, looked up): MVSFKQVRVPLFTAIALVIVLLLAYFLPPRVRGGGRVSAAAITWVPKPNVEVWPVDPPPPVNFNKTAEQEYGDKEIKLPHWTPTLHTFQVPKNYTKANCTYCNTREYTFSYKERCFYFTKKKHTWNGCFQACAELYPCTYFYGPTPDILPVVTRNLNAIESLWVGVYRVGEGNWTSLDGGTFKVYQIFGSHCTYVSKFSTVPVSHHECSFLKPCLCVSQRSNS
PPC-1+TRAIL kill = compounds killing PPC-1 cancer cells with TRAIL present, primary screen, TRAIL potentiator project, ATPLite luminescence, uHTS; PPC-1 cells + TRAIL, ATPLite viability luminescence; cell killing (% activity), % at 4 µM; hit rate 0.41% among 220,000; AID 1443, 2008;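 active = cell killing above 50% in the first pass at 4 µM, then a duplicate retest at 5 µM averaging 50% or more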;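 note: plate controls were cells with TRAIL plus DMSO for no effect and medium-only wells lacking cells for full effect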
CHOP inhibitor = inhibitors of CHOP promoter induction, primary screen, cell-based, unfolded protein response, luciferase reporter. CHO-K1 CHOP-promoter luciferase, tunicamycin-induced, 15-18 h. inhibition, % at 10 µM. hit rate 3.8% among 220,000. AID 2732, 2010;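 active = compounds that reduced the stress-induced luciferase reporter signal by more than about 70% of percent inhibition, limit read from the data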;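 note: 0% = tunicamycin plus vehicle and 100% = wells without tunicamycin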
Runt-SMMHC FRET = inhibitors of RUNX1 Runt–CBFb-SMMHC binding, primary screen, biochemical, FRET, Cerulean-Runt, Venus-CBFb-SMMHC, uHTS; Runt-related transcription factor 1 (Homo sapiens) + Core-binding factor subunit beta …; Cerulean-Runt/Venus-CBFb-SMMHC FRET ratio 530/480, 1 h; inhibition, % at 20 µM; hit rate 0.74% among 220,000; AID 1434, 2008;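 active = mean inhibition across duplicate retests at 20 µM reaching about 50%, limit read from the data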;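 note: 0% = DMSO wells and 100% = wells with excess untagged CBFb-SMMHC; inhibitors lower the FRET ratio by blocking Runt binding to CBFb-SMMHC; some results filed as inactive read as strong as hits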
* marks the source's active call; other numbers are inactive results; · = not tested or not shown.

molecule,TRPML3 agonist,zfTRPN1 agonist,NCF1 inh,MDM2 E3 inh,TNF necrop inh,EBV gp42 inh,PPC-1+TRAIL kill,CHOP inhibitor,Runt-SMMHC FRET
O=C(c1cccc(OC(F)F)c1)N1CCN(c2ncccn2)CC1,-0.5,0.5,-6,-16,-1.0,5,11,-2,0
O=C(NC1CCCCC1)C1c2ccccc2C(=O)N1Cc1ccco1 (centres undefined),-0.4,-0.1,-1,-15,-0.1,-12,14,-3,-5
O=C(Cn1c(=O)n(CCC(=O)N2CCc3ccccc3C2)c(=O)c2ccccc21)NCC1CCCO1 (centres undefined),0.3,-0.1,-8,-4,-0.8,-3,5,-8,-2
COc1ccc(Nc2nnc(-c3ccc(O)cc3)c3ccccc23)cc1C(N)=O,-1.2,0.7,-12,3,-1.7,4,-5,3,-5
CCn1c(SCC(=O)c2cc(OC)ccc2OC)nnc1C1CC1,0.9,-0.6,·,·,0.5,·,12,·,3
Cc1nn(Cc2ccccc2Cl)c2sc(C(=O)NCCCn3ccnc3)cc12,0.0,0.5,-7,4,-10,-18,6,20,-2
COC(=O)C1=C(C)N(C)C(=O)NC1c1cc(Cl)c(O)c(OC)c1 (centres undefined),0.3,1.2,1,-9,-0.4,7,22,-6,4
COC(=O)c1cc(Br)c(=O)n(CCN2CCCCC2)c1,0.3,0.3,-2,-9,-2.0,-22,11,-9,0
O=C(CSc1nc2ccccc2n1Cc1ccc(Cl)cc1)N/N=C/c1ccccc1C(=O)O,0.0,0.8,-1,-23,0.5,3,11,-7,-2
Cc1cc(C)cc(NC(=O)N(C)Cc2ccccc2)c1,-0.7,-1.0,-1,-9,-0.4,-2,22,2,-1
Oc1ccccc1CNc1ccc2c(c1)OCCO2,-0.1,-1.1,-4,-14,0.7,-1,27,-4,2
CCOc1ccc(NC(=O)CN2CCN(CC(=O)Nc3cc(OC)cc(OC)c3)CC2)cc1,0.6,0.9,4,-15,2.7,-13,14,-20,-3
COc1ccc(-c2[nH]ncc2C2N=C(N)Nc3nc4ccccc4n32)cc1 (centres undefined),0.8,1.4,0,-11,0.8,-5,8,2,-2
O=C(CCS(=O)(=O)c1ccc(Cl)cc1)N1CCN(c2ccccc2F)CC1,0.4,0.6,0,0,0.0,-4,16,14,-3
CCSc1nc(=S)n(Cc2ccccc2)c(C)c1C(C)=O,0.6,0.9,-9,-3,-4.9,-4,26,3,1
Cn1c(=O)c2c(nc(OCc3ccccc3)n2C)n(C)c1=O,0.1,1.6,-3,-5,-1.3,-3,2,10,3
CC(=O)c1c(C(C)=O)c(C)n(Cc2ccccc2)c1C,0.8,1.4,-3,3,-1.3,-3,14,15,0
CCN(CC)CCCN1C(=O)CSC1c1ccc2c(c1)OCO2 (centres undefined),1.0,0.2,-2,-8,-1.1,6,6,8,0
Cc1ccc(CSc2nnc(-c3ccncc3)n2C)cc1,1.0,1.0,-10,14,-1.1,1,0,-22,1
O=C(c1ccc(N2C(=O)C3CC=C(Cl)CC3C2=O)cc1)N1CCOCC1 (centres undefined),0.1,0.1,3,3,0.0,-1,12,0,2
O=C(CCSc1ccccc1)NCCSCc1ccccc1,-0.7,-0.9,-9,-7,1.5,-15,2,-9,-5
O=C(NCCN1CCOCC1)C1CCN(Cc2ccccc2O)CC1,0.9,1.5,-28,-5,0.5,2,-22,-2,0
O=C(OCC#CCSc1nnc(-c2ccc([N+](=O)[O-])cc2)o1)c1cccs1,0.6,-0.1,-5,-8,-0.7,-16,-4,19,0
C=CCSc1nc2[nH]ncc2c(=O)[nH]1,0.5,1.6,1,-18,1.1,5,12,9,-3
Cc1cc(C(=O)N/N=C/c2ccc(N3CCOCC3)cc2)c(C)o1,0.5,0.4,-3,-16,-2.5,-16,16,-41,-12
CN(CC(=O)N1CCc2ccccc2C1)S(=O)(=O)c1ccc2c(c1)c(=O)n(C)c(=O)n2C,0.5,0.6,6,-9,-0.2,-1,10,23,-5
CSc1nc(N2CCOCC2)c2c(c1C#N)CCCCC2,-0.3,-1.2,-3,-24,-2.0,-1,-2,73*,0
CCN(CC)C(=O)c1sc2c(c1C)c(=O)n(-c1ccc(C)c(C)c1)c(=O)n2CC(=O)NCC1CCCO1 (centres undefined),-0.3,-1.4,-11,-19,-0.8,-22,0,-9,-6
CN(C1=NC(=O)C(CC(=O)Nc2ccc(Br)cc2)S1)c1ccc(O)cc1 (centres undefined),1.4,2.8,-36,-2,1.7,-6,10,22,1
C/C(N)=C(/C#N)C(=O)COC(=O)c1ccccc1C(=O)c1ccc(C)cc1,1.3,2.4,-6,7,0.4,5,-23,11,-3
CCn1c(-c2cccs2)nc2ccccc21,-0.5,-1.1,6,13,1.3,-6,-5,-12,-4
COc1cccc([C@@H]2Oc3ccc(Br)cc3C(=O)[C@H]2OC(=O)NC2CCCC2)c1,-0.1,-0.7,-1,·,-0.1,0,11,12,0
O=C(Cc1c(Cl)cccc1Cl)OCC(=O)N1CCN(C(=O)c2ccco2)CC1,0.0,-0.1,-6,-7,0.1,5,38,-8,-3
Cc1ccc(C(=O)Oc2coc(CSc3nnc(NC(=O)C4CC4)s3)cc2=O)cc1,-0.5,-0.3,-8,-13,-1.0,13,-3,40,-1
CC(C)(O)C#Cc1ccc(CN2CCN(Cc3ccsc3)C(CCO)C2)cc1 (centres undefined),0.7,1.9,5,1,0.8,5,·,-25,·
Cc1ccc(S(=O)(=O)N2CCN(c3ccc(C(=O)N4CCOCC4)cc3[N+](=O)[O-])CC2)cc1,2.9,6.2,1,-4,1.5,-3,12,43,0
O=C(N1CCN(Cc2ccccc2)CC1)C12CC3CC(CC(C3)C1)C2,0.5,1.6,-11,-12,-0.8,7,24,63,2
Cc1ccc(-n2c(SCC(=O)Nc3cccc(S(=O)(=O)NC4=NCCCCC4)c3)nc3ccccc3c2=O)cc1C,0.4,-1.5,-2,-12,2.5,-9,7,10,1
CN(C)CCCn1c(-c2ccccc2)nc(=S)c2c1CCCC2,0.4,0.2,-14,-14,-1.0,-5,-10,-3,-3
CCOC(=O)c1c(O)c(Cl)c(C)[nH]c1=O,0.6,1.6,1,-7,1.1,-10,-5,15,-4
CCN(CC)c1ccc(/C=N/Nc2ccc(C)cc2)c(O)c1,0.3,-1.2,-3,-5,-0.5,-19,8,22,6
Fc1ccc(Oc2cnns2)cc1,0.8,0.7,-3,-6,2.0,-6,5,-1,2
CCOc1ccc(C(NC(=O)c2ccco2)c2ccc(OC)c(OC)c2)cc1 (centres undefined),0.9,0.7,-4,-1,-0.8,-25,12,-11,1
CCN(CC)C(=O)C1CCCN(c2ccc([N+](=O)[O-])cc2/C=N/NC(=O)c2ccccc2)C1 (centres undefined),-0.6,0.9,-7,-22,1.2,-15,27,13,-1
O=C(CCCCCCCC(=O)NCC1CCCO1)NCC1CCCO1 (centres undefined),0.1,0.3,-5,-7,-1.4,-10,19,-12,2

Shown with two lines to a compound: part of the list above
Order of results: TRPML3 agonist, zfTRPN1 agonist, NCF1 inh, MDM2 E3 inh, TNF necrop inh, EBV gp42 inh, PPC-1+TRAIL kill, CHOP inhibitor, Runt-SMMHC FRET
> CN(C)CCCn1c(-c2ccccc2)nc(=S)c2c1CCCC2
    0.4, 0.2, -14, -14, -1.0, -5, -10, -3, -3
> CCOC(=O)c1c(O)c(Cl)c(C)[nH]c1=O
    0.6, 1.6, 1, -7, 1.1, -10, -5, 15, -4
> CCN(CC)c1ccc(/C=N/Nc2ccc(C)cc2)c(O)c1
    0.3, -1.2, -3, -5, -0.5, -19, 8, 22, 6
> Fc1ccc(Oc2cnns2)cc1
    0.8, 0.7, -3, -6, 2.0, -6, 5, -1, 2
> CCOc1ccc(C(NC(=O)c2ccco2)c2ccc(OC)c(OC)c2)cc1 (centres undefined)
    0.9, 0.7, -4, -1, -0.8, -25, 12, -11, 1
> CCN(CC)C(=O)C1CCCN(c2ccc([N+](=O)[O-])cc2/C=N/NC(=O)c2ccccc2)C1 (centres undefined)
    -0.6, 0.9, -7, -22, 1.2, -15, 27, 13, -1
> O=C(CCCCCCCC(=O)NCC1CCCO1)NCC1CCCO1 (centres undefined)
    0.1, 0.3, -5, -7, -1.4, -10, 19, -12, 2

No enrichment for hits. About 5.9% of those tested had a hit in this group.
